# SSB-PriA inh – K. pneumoniae PriA-SSBct interaction inhibition | AlphaScreen SSBct-PriA binding, biotinylated peptide | inhibition, % at 33 µM | hit rate 0.6% among 430,000 | AID 1272365; in the data active = inhibition mostly above about 37%, no sharp cut-off; inactive = mostly below about 20%;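 note: plate controls were negative control peptide for no effect and reference peptide for full effect; strong numbers were not always called active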
# VHR inh abs – blocks human VHR1 dual specificity phosphatase | P51452 | recombinant VHR phosphatase, pNPP absorbance | inhibition, % at 13.3 µM | hit rate 0.52% among 290,000 | AID 1654; in the data active = inhibition above about 50%; note: some compounds called inactive have numbers as strong as hits
# Target sequence (P51452 whole entry, looked up): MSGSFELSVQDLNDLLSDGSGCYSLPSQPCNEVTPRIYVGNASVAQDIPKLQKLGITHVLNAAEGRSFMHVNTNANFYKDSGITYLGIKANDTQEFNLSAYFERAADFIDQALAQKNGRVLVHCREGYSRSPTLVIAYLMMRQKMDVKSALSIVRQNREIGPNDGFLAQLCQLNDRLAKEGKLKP
# BoNT-A LC inh2 – BoNT A light chain protease inhibition. multiplex microsphere protease substrate cleavage, flow cytometry. inhibition, % at 10 µM. hit rate 0.17% among 360,000; note: plate controls were buffer without enzyme for full effect and enzyme alone for no effect
# CCHF vOTU inh – CCHFV vOTU protease inhibition; Pep-AMC fluorescence; inhibition, % at 11.5 µM; hit rate 0.55% among 370,000; AID 651958; in the data active = inhibition above about 30%; note: 0% = vehicle wells with enzyme and 100% = no enzyme wells
# MazEF act – increases E. coli MazEF RNase cleavage of RNA; P0AE70; FAM/BHQ RNA-DNA oligo cleavage fluorescence, 5 h; activation, % at 20 µM; hit rate 0.32% among 350,000; AID 504720; in the data active = activation above about 50%
# Anthrax LF prot – anthrax lethal factor protease inhibition; P15917; multiplex microsphere protease cleavage assay, LF; inhibition, % at 10 µM; hit rate 0.12% among 360,000; note: plate controls were buffer without enzyme for full effect and enzyme alone for no effect
# Target sequence (P15917 whole entry, looked up): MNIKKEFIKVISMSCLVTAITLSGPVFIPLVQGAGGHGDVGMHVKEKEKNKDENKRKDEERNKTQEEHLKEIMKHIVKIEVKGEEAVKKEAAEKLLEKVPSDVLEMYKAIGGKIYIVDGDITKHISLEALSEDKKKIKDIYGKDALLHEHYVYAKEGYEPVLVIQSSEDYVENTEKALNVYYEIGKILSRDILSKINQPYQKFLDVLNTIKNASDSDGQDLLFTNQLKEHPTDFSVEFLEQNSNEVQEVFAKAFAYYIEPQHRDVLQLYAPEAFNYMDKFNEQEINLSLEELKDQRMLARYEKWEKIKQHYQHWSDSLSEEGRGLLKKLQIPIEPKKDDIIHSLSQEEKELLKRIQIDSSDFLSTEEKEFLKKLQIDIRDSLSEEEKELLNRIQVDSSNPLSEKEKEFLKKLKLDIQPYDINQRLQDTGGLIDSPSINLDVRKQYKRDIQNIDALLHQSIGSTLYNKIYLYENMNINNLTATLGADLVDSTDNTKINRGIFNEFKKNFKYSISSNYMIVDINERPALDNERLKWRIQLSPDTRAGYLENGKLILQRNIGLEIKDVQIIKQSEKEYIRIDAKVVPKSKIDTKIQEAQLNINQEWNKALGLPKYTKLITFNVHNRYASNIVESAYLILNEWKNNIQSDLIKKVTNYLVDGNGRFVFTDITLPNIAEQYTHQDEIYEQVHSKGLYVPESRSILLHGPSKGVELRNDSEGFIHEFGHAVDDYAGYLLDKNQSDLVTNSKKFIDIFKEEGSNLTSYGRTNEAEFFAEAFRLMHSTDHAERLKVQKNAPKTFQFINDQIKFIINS
# BoNT F protease – BoNT F light chain protease inhibition | inhibition, % at 10 µM | hit rate 0.22% among 360,000 | Multiplex microsphere protease cleavage assay, flow cytometry; in the data active = inhibition above about 35%, passing the limit was not always enough; inconclusive = no clear call, values can overlap the other calls; note: plate controls were buffer without enzyme for full effect and enzyme alone for no effect
# Rv3671c protease – Rv3671c (M. tuberculosis) protease inhibition | inhibition, % at 5.96 µM | hit rate 0.048% among 320,000; in the data active = inhibition above about 38%;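 note: extracellular domain of Rv3671c used as enzyme; 0% = enzyme with DMSO and 100% = no enzyme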
# SARS 3CLpro inh – SARS-CoV 3CLpro protease inhibition. P0C6X7. recombinant SARS-CoV 3CLpro, quenched FRET peptide cleavage. inhibition, % at 6 µM. hit rate 0.14% among 290,000; in the data active = inhibition above about 12%
# PrPC TRFRET – reduces human prion protein on the cell surface | cell surface PrPC, TR-FRET read-out | inhibition, % at 13.8 µM | hit rate 0.43% among 370,000 | AID 720596; in the data active = inhibition above about 24%; note: 0% = median of the test wells and 100% = reference compound wells
# * hit, by the source's call; ? = inconclusive; . = no result given; & = joins results of further samples. Cut-off read from the data, not from the text of the source, unless noted: active = inhibition above about 30%; inconclusive = no clear call, values can overlap the other calls; inactive = below that. A portion of the library; the hit share may differ from the screen's.
smiles,SSB-PriA inh,VHR inh abs,BoNT-A LC inh2,CCHF vOTU inh,MazEF act,Anthrax LF prot,BoNT F protease,Rv3671c protease,SARS 3CLpro inh,PrPC TRFRET
Cc1ccc(S(=O)(=O)N2CCCN(C(=O)c3ccc(-n4nccc4C)cc3)CC2)cc1,0,.,-0.1,1,7,2,4,.,.,0
COCC#Cc1ccc2c(c1)O[C@@H](CN(C)C(=O)Nc1ccc(OC)cc1)[C@H](C)CN([C@H](C)CO)S2(=O)=O,.,.,-0.2,2,5,-1,-6,.,.,-2
Cc1nc2ccc(NC(=O)c3nn(CC(C)C)c(=O)c4ccccc34)cc2s1,-14,13,2.2,14,-10,3,-5,-27,1,7
CCOCCn1ccc2c(OCC(=O)Nc3ccccc3F)cccc2c1=O,-11&-15,.,-0.6,6,8,-3,3,10,.,-3
COc1ccc(N(C)C(=O)c2ccc(NC(=O)CCS(=O)(=O)c3cccs3)cc2)cc1,-4,5,-1.3,-13,8,-2,-3,-9,2,1
O=C(CN(C(=O)CNC(=O)c1ccco1)c1ccc(F)cc1)NC1CCCCC1,7,31,1.2,-2,10,-2,2,8,-4,4
CC1=Nc2ccccc2N=C(NC(=O)CSc2nnnn2-c2ccccc2)C1c1ccccc1 (centres undefined),9,7,0.2,8,-4,-1,9,-4,10,-2
Cc1ccccc1NC(=O)CCNS(=O)(=O)c1ccc2c(c1)CCC(=O)N2,3,-8,-0.1,-4,8,0,4,-9,-3,7
Cc1cc(N)nc(=O)n1C1CC(O)C(CO)O1 (centres undefined),0,.,-0.2,-1,4,-1,-6,.,.,-7
C=CCSC1=N/C(=C\c2cc(OC)c3c(c2)OCO3)C(=O)S1,-25,8,0.9,-8,518*,5,1,2,5,-5
OCCNc1ncnc2c1ncn2[C@H]1CN(Cc2ccc(Cl)cc2)C[C@@H](CO)O1,.,.,-0.6,1,.,-7,-6,.,.,5
O=c1[nH]c2ccccc2n1C1CCCCC1,2,19,-0.4,7,1,-2,-1,-5,5,1

# The listing continues:
smiles,SSB-PriA inh,VHR inh abs,BoNT-A LC inh2,CCHF vOTU inh,MazEF act,Anthrax LF prot,BoNT F protease,Rv3671c protease,SARS 3CLpro inh,PrPC TRFRET
CCCSc1nc2c(c(=O)[nH]c(=O)n2C)n1CC(O)COc1ccccc1 (centres undefined),-16,9,-1.1,-6,13,0,-4,-1,4,14
CCCS(=O)(=O)c1c(S(=O)(=O)CCC)c2ccc(C(N)=O)cn2c1C(=O)c1ccc(OC)cc1,7,12,-1.2,-9,2,-9,-3,-4,6,-11
O=C(Nc1ccc(Cl)cc1)C1=Cc2ccccc2OC1,-30,27,0.2,6,-1,0,-13,-31,7,-17
O=C(CCSc1nnc(-c2ccncc2)o1)Nc1ccc(Cl)cc1,-9,36,-1.1,6,2,-1,-15,1,0,13
CN(C)CCNC(=O)c1ccc(COc2ccc(Cl)cc2Cl)cc1,-4,13,-0.5,-2,8,8,-12,-12,-4,-24
COc1ccc(-c2nc(=S)c3c(n2Cc2cccnc2)CC(C)(C)OC3)cc1,-7,29,-0.5,-3,7,10,?,4,0,0
N#Cc1ccc(-c2ccccc2)nc1SCC(=O)c1cccc(Cl)c1,-19,36,4.3,5,-36,9,-24,-3,3,-2
CN1CCN(C(=S)c2ccc([N+](=O)[O-])cc2)CC1,-11,0,0.1,8,-7,1,-3,-1,10,-16
CC(C)Sc1ccccc1C(=O)Nc1ccc2c(c1)n(C)c(=O)n2C,-4,32,2.9,0,7,11,?,.,2,10
O=C(O)C(c1ccccc1)C(O)c1ccc2c(c1)OCO2 (centres undefined),-7,.,0.3,-15,1,0,4,.,.,-4
CC1(c2ccc3c(c2)OCO3)NC(=O)N(CC(=O)NCCC2=CCCCC2)C1=O (centres undefined),-4,8,0.1,3,-2,-5,-3,-1,4,-2
O=[N+]([O-])c1ccc(CNc2cccc(Cl)c2)s1,19,5,-3.6,8,4,-8,?,7,-3,3

# (listing goes on)
smiles,SSB-PriA inh,VHR inh abs,BoNT-A LC inh2,CCHF vOTU inh,MazEF act,Anthrax LF prot,BoNT F protease,Rv3671c protease,SARS 3CLpro inh,PrPC TRFRET
COc1ccc(NC(=O)COC(=O)Cc2cccs2)cc1Cl,.,.,-0.4,15,0,0,-8,.,.,3
O=C(NN=Cc1ccc2c(c1)OCO2)c1ccncc1,-7,.,-0.2,5,12,0,8,.,.,-1
COc1cccc(C(C)(O)c2nc(-c3ccc(S(C)(=O)=O)cc3)cs2)c1 (centres undefined),.,.,-0.1,4,.,-3,-2,.,.,8
CCn1cc(C(=O)O)c(=O)c2cc(OC)ccc21,-12,14,-14,2,14,-13,-51,4,2,4
O=c1cc(-c2ccccc2Cl)oc2c(Br)ccc(O)c12,-3,4,0.4,-6,1,-4,-4,11,-1,-2
CCOC(=O)CN(C(=O)CNC(=O)c1ccco1)C(C(=O)NC1CCCCC1)c1cccs1 (centres undefined),-1,-1,0.3,16,-4,0,?,-4,-2,4
Cc1ccc(C(=O)OCC(=O)NCCNC(=O)COC(=O)c2ccc(C)o2)o1,-6,.,-1.1,-8,10,6,3,-2,.,0
CCN(CC)c1ccc(N)cc1S(=O)(=O)Nc1ccc(OC)cc1,-2,5,-2.4,6,11,-11,-17,6,10,-2
Cc1ccc(S(=O)(=O)NC(=O)C2(C)CCN2C(=O)c2ccccc2)nc1 (centres undefined),.,.,0.4,-11,.,0,2,.,.,-10
Cc1cc(OCC(=O)OC(C)C)c2c3c(c(=O)oc2c1)CCCC3,-4,-1,-0.2,3,7,-3,0,7,-1,-1
CCOc1ccccc1C(=O)Nc1ccc(S(=O)(=O)N2CCN(C)CC2)cc1,-6,12,-7.0,13,0,23,-2,.,4,3
Cc1ccc(-c2cc3nc(C)cc(N4CCN(C(=O)c5ccoc5)CC4)n3n2)cc1,.,.,-0.5,-2,6,-5,-9,.,.,-7

# (more compounds)
smiles,SSB-PriA inh,VHR inh abs,BoNT-A LC inh2,CCHF vOTU inh,MazEF act,Anthrax LF prot,BoNT F protease,Rv3671c protease,SARS 3CLpro inh,PrPC TRFRET
Cc1ccc2c(c1)C1CN(C)CCC1N2C(=O)c1cccc(S(=O)(=O)N(C)C)c1 (centres undefined),.,26,-0.4,-5,-1,-4,-5,-4,0,2
CCN(CC)CCn1c(-c2ccc(C)cc2)nc(=S)c2c1CC(C)(C)OC2,5,31,3.3,-9,1,14,?,-9,-9,1
NS(=O)(=O)c1ccc(CCNC(=O)CSc2ncnc3ccccc23)cc1,-14,11,-0.9,-1,9,8,-3,-3,0,27*
COc1cccc(NC(=O)c2ccc(CN3CCN(c4ccccc4)CC3)cc2)c1,8,13,0.3,2,-10,6,-2,3,0,3
CCCNC(=O)c1ccc2c(=O)c(O)c(-c3cccc(Br)c3)[nH]c2c1,-21,19,2.6,5,-2,5,-2,1,.,8
CCn1c(SCC(=O)C(C)(C)C)nnc1-c1cccnc1,-1,38,-0.2,-9,-5,-3,-14,-3,-6,-5
Fc1ccc(Nc2ccc3ccccc3n2)c(F)c1,-53,2,-0.6,-2,2,-10,-5,3,0,-6
CCN(CCCNC(=O)C1CCC(=O)N1Cc1ccc(F)cc1)c1cccc(C)c1 (centres undefined),10,26,0.1,0,-4,-4,6,-2,-10,2
O=C(/C=C/c1ccc(N2CCCCC2)c([N+](=O)[O-])c1)c1ccc(O)cc1,9,12,1.0,7,-10,2,-2,-3,4,1
CCCc1cc(=O)oc2cc(C)cc(OC(C)C(=O)NCC3CCC(C(=O)O)CC3)c12 (centres undefined),-5,0,-0.3,-27,3,-2,-8,-6,4,-8
O=C(N/N=C/C(Br)=C\c1ccccc1)c1n[nH]c2c1CCC2,.,20,-5.1,1,4,-3,-7,-7,-7,2
CCOC(=O)c1ccc(NC(=S)NCCc2ccc(OC)c(OC)c2)cc1,5,26,1.9,2,-8,15,?,-6,2,10

# More results.
smiles,SSB-PriA inh,VHR inh abs,BoNT-A LC inh2,CCHF vOTU inh,MazEF act,Anthrax LF prot,BoNT F protease,Rv3671c protease,SARS 3CLpro inh,PrPC TRFRET
COc1ccc(CN(CC(=O)NCc2ccc(F)cc2)C(=O)CCC(=O)Nc2cc(C)ccn2)cc1,-7,25,0.6,13,2,2,0,0,-2,-8
CCCCn1ccnc1C(=O)c1cc(S(=O)(=O)N2CCOCC2)ccc1C,4,3,-0.3,-3,-3,-1,-5,4,-1,8
O=C(Nc1ccc(S(=O)(=O)NC2=NCCCCC2)cc1)c1ccc(Cl)c([N+](=O)[O-])c1,6,.,-0.2,-3,-4,3,-3,-1,.,-36
Cc1ccccc1/C=N/n1c(C2CCCCC2)n[nH]c1=S,.,24,-0.3,-5,7,-1,9,4,2,2
O=C1[C@H]2[C@@H](c3ccc(C(F)(F)F)cc3)N[C@]3(CCCN(CC4CCCCC4)C3=O)[C@H]2C(=O)N1Cc1ccccc1,.,.,-0.6,12,3,-5,-5,.,.,11
COc1cccc(CCNCc2ccc(SC)cc2)c1,4,-4,-1.4,1,3,-5,-4,3,-2,-5
CCOC(=O)C1CCN(C(=O)COc2ccc([N+](=O)[O-])cc2)CC1,2,5,-0.1,13,-1,-1,0,0,5,-19
CCN(CC)C(=S)SC1=CCS(=O)(=O)C1,0,-3,-0.9,1,-16,0,0,5,4,-3
CC(=O)Nc1nnc(CSCc2ccccc2F)s1,-7,6,2.2,-13,0,4,9,-1,3,-1
NC(=O)c1nsc(C(=O)N(c2cccc(F)c2)C(C(=O)NCC2CCCO2)c2ccc3ncccc3c2)c1N (centres undefined),-2,6,0.2,-27,-2,0,32,-3,3,-6
CN(C)CC1CSCCC1(O)c1ccc(C(F)(F)F)cc1 (centres undefined),-11,-10,0.6,-5,13,-1,4,-4,2,-3
Cc1noc(C)c1S(=O)(=O)N(C)C[C@H]1Oc2c(NC(=O)Nc3ccccc3)cccc2C(=O)N([C@H](C)CO)C[C@@H]1C,7,.,-1.0,-6,3,0,-17,-1,.,-6

# The listing continues:
smiles,SSB-PriA inh,VHR inh abs,BoNT-A LC inh2,CCHF vOTU inh,MazEF act,Anthrax LF prot,BoNT F protease,Rv3671c protease,SARS 3CLpro inh,PrPC TRFRET
c1ccc2[nH]c(CSc3nc4ccccc4o3)nc2c1,-2,-14,-0.8,-10,7,6,-6,-5,-2,-1
COc1ccccc1N1CC(C(=O)OCC(=O)Nc2cc(C)on2)CC1=O (centres undefined),2,.,0.6,-7,9,7,10,.,.,2
Nc1ccccc1NC(=O)CCn1c(=S)[nH]c2ccccc2c1=O,0,4,-0.1,2,9,-4,4,3,-3,4
COc1ccccc1-c1nn2c(-c3ccco3)nnc2s1,-2,21,3.4,-5,-7,2,4,-4,-5,-4
CCC1(CC)C(=O)NN(c2ccccc2)C1=O,-20,9,0.1,0,10,1,-9,2,2,3
COCCOC(=O)C1=C(C)NC(=O)NC1c1ccc(-c2cc(Cl)ccc2Cl)o1 (centres undefined),9,16,-1.2,-3,40,3,-2,-9,5,0
O=C(CN(Cc1ccccc1Cl)C(=O)c1csnn1)NCCc1ccccc1,-3,36,-2.7,1,0,-8,1,0,0,-1
NC(=O)c1ccc[n+](CC(=O)OCCC23CC4CC(CC(C4)C2)C3)c1,7,11,0.0,-9,22,1,-5,5,-1,1
Cc1c(CNCc2cccs2)c(C(=O)O)c(C)n1Cc1ccccc1,14,-9,1.0,8,-6,-4,5,-2,4,-9
COc1cccc(OC)c1NC(=O)Cc1nn(C)c(=O)c2ccccc12,1,3,-0.6,0,5,-2,6,2,2,2
O=C(CNC(=O)N1CC(=O)Nc2ccccc21)Nc1ccc(Br)cc1F,.,.,0.2,2,5,-1,-2,.,.,5

# Bioassay records as filed in PubChem BioAssay.
